Compound activity as filed in PubChem.
Casp6 inh – human caspase-6 inhibitors, primary screen, biochemical, VEID-R110 fluorescence, single point, set 2 | P55212 | purified caspase-6, Z-VEID-R110 cleavage fluorescence | inhibition, % at 12.5 µM | 350,000 compounds, 0.53% hits | AID 686996, 2013;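 active means mean inhibition across replicates at least about 35%, with every replicate also reaching that limit, limit read from the data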;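 further: 0% = median of neutral control wells and 100% = no fluorescence left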
Target sequence (P55212 24-179 limits assumed): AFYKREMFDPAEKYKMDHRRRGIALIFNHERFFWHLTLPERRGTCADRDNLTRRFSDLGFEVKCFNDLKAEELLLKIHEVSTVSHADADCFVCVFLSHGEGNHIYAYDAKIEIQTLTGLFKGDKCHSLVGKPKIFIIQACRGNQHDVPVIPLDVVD
Target sequence (P55212 194-293 limits assumed): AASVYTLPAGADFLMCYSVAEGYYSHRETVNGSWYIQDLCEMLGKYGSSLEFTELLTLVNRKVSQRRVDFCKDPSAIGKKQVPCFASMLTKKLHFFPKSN
FN deposit inh – inhibitors of fibronectin matrix deposition, primary screen, AH1F cells, Alexa488-fibronectin fluorescence, plate reader; AH1F fibroblasts, overnight; inhibition, % at 12.6 µM; 350,000 compounds, 0.086% hits; AID 743247, 2014;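 active means mean inhibition across replicates of 30% or more, regardless of how many single replicates reach that level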;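 further: positive control wells lacked labelled fibronectin entirely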
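Assay system: AH1F fibroblasts / Quantity: 10000 cells per well / Medium: DMEM plus 2% serum, read in PBS / Reagent: labelled fibronectin 24 nM / Dosing: single dose, pinned / Times: 1 h cell attachment, overnight exposure to compound and label / Signal: fluorescence, ex 485 nm, em 525 nm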
Cneo AK release – Cryptococcus neoformans cell lysis inducers, primary screen, AK release luminescence, single concentration. lysis activity, % at 15 µM. C. neoformans lysis, adenylate kinase release luminescence, 4 h; normalised: neutral wells 0, clomiphene wells 100. 360,000 compounds, 0.2% hits. AID 651654, 2012;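 active means mean lysis activity across replicates of at least 80%, whatever share of replicates individually reach that level; inactive means mean lysis activity below 80%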
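Test system: log-phase Cryptococcus neoformans yeast cells. Input: 5 × 10^6 yeast cells/mL. Medium: fresh YPD growth medium. Doses: single dose. Incubation: static 4 h at 37 °C with compound, 1 h detection. Measured by: luminescent adenylate kinase detection reagent. Read-out: signal increase indicating cell lysis. Benchmarks: Clomiphene.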
EWS-Fli block – EWS/Fli-driven NR0B1 reporter inhibitors, primary screen, A673 cells, NR0B1 luciferase, luminescence, MLPCN library. AID 651661, 2012. 350,000 compounds, 0.67% hits. viability-normalised. inhibition, % at 12.6 µM;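 active means mean inhibition of at least 50% after viability correction, with every replicate also passing that limit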;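 further: firefly luciferase signal divided by Alamar Blue viability fluorescence both relative to DMSO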
LGR2 inh – inhibitors of bursicon-induced LGR2 CRE-luciferase signal, primary screen, cell-based, HEK293, CRE-luciferase reporter, bursicon stimulation | Drosophila bursicon receptor LGR2 (rickets) | bursicon-stimulated, 4 h | inhibition, % at 9.99 µM | 380,000 compounds, 0.35% hits | AID 720647, 2013;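 active means drop in luminescence signal, shown as inhibition above about 50% in the replicate tests, limit read from the data, passing the limit was not always enough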;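 further: agonist challenge used bursicon conditioned medium at about half maximal strength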
PAX8 inh HTS – inhibitors of PAX8-driven TPO luciferase reporter, primary screen, RMG-I cells, single concentration. inhibition, % at 12.6 µM. 360,000 compounds, 1.2% hits. SteadyGlo, 24 h;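 active means mean replicate inhibition at least 60% with every replicate also reaching 60%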;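 further: luciferase light reporting Pax8 driven TPO promoter activity; plate controls were median of neutral control wells for no effect and mitoxantrone controls for full effect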
PGC1a acetyl inh – inhibitors of PGC1a acetylation signal, primary screen, cell-based, U2OS, AlphaScreen, inhibitor mode; AlphaScreen anti-acetyl-lysine; with virally co-expressed GCN5 acetyltransferase; inhibition, % at 15.6 µM; 350,000 compounds, 0.17% hits;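 active means every replicate shows inhibition of at least 40%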;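 further: 0% = neutral control wells and 100% = positive control wells; some results beyond the cut were filed as inactive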
miR122 inh – miR-122 Renilla sensor signal increase in Huh7, primary screen, miR-122 inhibitor project, cell-based, single point, plate reader; Huh7 miR-122 Renilla luciferase sensor, 48 h; neutral wells = 0, positive control = 100; activation (reporter increase), % at 12.5 µM; 340,000 compounds, 0.3% hits; AID 602342, 2012;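 active means mean replicate activation score at least 90 and every replicate individually at or above 90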;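 further: higher luciferase means less miR-122 activity so hits act as miR-122 inhibitors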
* marks the source's active call; other numbers are inactive results; nt = no result given; & = joins results of further samples; [ ] = another dose, or the depositor's remark.

SMILES | Casp6 inh | FN deposit inh | Cneo AK release | EWS-Fli block | LGR2 inh | PAX8 inh HTS | PGC1a acetyl inh | miR122 inh
CCC(=O)Nc1ccc2c(c1)C(=O)N(C)[C@H]1CC[C@@H](CC(=O)N3CCc4ccccc4C3)O[C@@H]1CO2 | 2 | -27 | -1 | -6 | 10 | -12 | -3 | 4[16.7 µM]
Cc1ccc(C(=O)N[C@H](C(=O)N2CCN(c3ncccn3)CC2)C(C)C)cc1 | 0 | 6 | 1 | 8 | -2 | 14 | nt | -12
CCCC#Cc1ccc([C@H]2[C@H]3CN(Cc4ccncc4)CCCCN3[C@H]2CO)cc1 | -1 | nt | -3 | 2 | 8 | 3 | -4 | 2[16.7 µM]
Cc1ccc(Nc2n[nH]c(=S)s2)cc1 | 0 | -5 | 0 | -15 | -19 | -48 | -4 | 2
COc1ccc(C2CC(c3cccs3)=NN2C(=O)CSc2nc3ccccc3o2)cc1 (configuration not stated) | nt | 0 | -2 | nt | -3 | 17 | -17 | -5
C[C@@H]1CN([C@H](C)CO)C(=O)c2cccc(NC(=O)c3nc4ccccc4s3)c2O[C@H]1CN(C)C(=O)Nc1ccccc1 | -2 | nt | 2 | 7 | -5 | 25 | 8 | 11[16.7 µM]
C[C@H]1CN([C@@H](C)CO)C(=O)c2cc(NC(=O)Nc3ccc(C(F)(F)F)cc3)ccc2O[C@@H]1CN(C)S(=O)(=O)c1ccccc1 | 2 | nt | nt | -6 | 11 | nt | 11 | -7[16.7 µM]
COc1nn(CC(=O)N2N=C(C)CC2(O)C(F)F)cc1[N+](=O)[O-] (configuration not stated) | nt | -10 | -14 | nt | nt | -12 | 0 | 1
CCC(C)NC(=O)c1ccccc1NC(=O)C1COc2ccccc2O1 (configuration not stated) | -1 | 3 | nt | 13 | 1 | 21 | -3 | -6
CCc1ccc(OC2(C)CCN(Cc3ccccc3OC(F)F)C2)cc1 (configuration not stated) | 2 | -1 | -4 | 2 | 13 | 2 | -17 | 5
Cc1cc(C)cc(NS(=O)(=O)c2cc3[nH]c(=O)c(=O)[nH]c3cc2C)c1 | 5 | 10 | -5 | 17 | 9 | 5 | nt | -1
C[C@@H]1CN([C@@H](C)CO)C(=O)c2cccc(NC(=O)Nc3ccccc3)c2O[C@H]1CN(C)S(C)(=O)=O | 1 | nt | 1 | -2 | 1 | 13 | -3 | -1[16.7 µM]
CCCCNC(=O)CCn1nc(-c2ccc(Cl)cc2)c2ccccc2c1=O | 0 | 3 | nt | 8 | 2 | 23 | -7 | nt
CNS(=O)(=O)c1cccc(C(=O)NCC(c2cccs2)N(C)C)c1 (configuration not stated) | nt | 4 | 1 | nt | nt | 4 | -6 | 0
COC(=O)c1cn(C(=O)c2ccc(C)cc2C)c2ccccc12 | -1 | 3 | nt | 23 | -1 | 40 | -31 | 46
Cc1ccccc1-c1ccc([C@H]2[C@H]3CN(CC4CCOCC4)CCCCN3[C@H]2CO)cc1 | -1 | nt | -1 | 7 | -11 | 21 | -10 | -16[16.7 µM]
CCCNC(=O)Nc1ccc2c(c1)OC[C@@H](C)N(CCC(F)(F)F)C[C@@H](C)[C@@H](OC)CN(C)C2=O | nt | -17 | -1 | 1 | 7 | -15 | -6 | nt
Cc1cccnc1N=O | 0 | 5 | nt | -7 | 2 | -15 | nt | nt
Cc1cc2cc(C)c3nnc(SCC(=O)Nc4ccc(S(=O)(=O)N5CCCCC5C)cc4)n3c2cc1C (configuration not stated) | nt | -8 | 1 | nt | -3 | 3 | -12 | 4
CC(C)NC(=O)N[C@H]1CC[C@@H](CCNC(=O)C2CC2)O[C@@H]1CO | -2 | -1 | 93* | 5 | -15 | -5 | 8 | nt
Cc1cc(OCC(=O)NC(C)C)cc(C)c1Cl | nt | 13 | -3 | nt | nt | -5 | 3 | -11
Cc1ccc(S(=O)(=O)N(C)C[C@@H]2Oc3ccc(NC(=O)C4CC4)cc3C(=O)N([C@H](C)CO)C[C@@H]2C)cc1 | 0 | 2 | -3 | 0 | 0 | 1 | 9 | -7[16.7 µM]
Cc1noc(C)c1CSCC(=O)OCC(=O)Nc1ccc(OC(F)(F)F)cc1 | 1 | -19 | 0 | 3 | 0 | -4 | nt | -10
CCCCn1c(N)c(N(CC(C)C)C(=O)CCCSc2nncs2)c(=O)[nH]c1=O | -5 | -3 | 1 | -5 | 15 | 7 | 14 | 5
CCCCn1nc(CC(=O)NCCN(CC)CC)c2ccccc2c1=O | 1 | -9 | nt | -12 | 10 | -4 | -9 | nt
COc1ccc(-c2cnc3c(NC=O)cc(-c4cc(OC)c(OC)c(OC)c4)cn23)cc1OC | 7 | 11 | 0 | 28 | -1 | 31 | -45 | -6
COc1ccccc1C(=O)Nc1ccnn1C1CCN(C(=O)C(C)(C)C)CC1 | 0 | -4 | 0 | -6 | -15 | -5 | 5 | 0
Cc1ccc(C=Nc2cc([N+](=O)[O-])ccc2C)s1 | nt | -3 | 1 | nt | 2 | 18 | 2 | -9
O=C(Nc1cc(Br)ccc1O)c1cc(-c2ccco2)on1 | 2 | 12 | -1 | -3 | -65 | -41 | -13 | -1
Cc1noc(C)c1NC(=O)N(C)C[C@H]1Oc2cc(C#CCN(C)C)ccc2S(=O)(=O)N([C@@H](C)CO)C[C@H]1C | 3 | -5 | 1 | -1 | 32 | nt | 6 | 3[16.7 µM]
O=C1c2cccc([N+](=O)[O-])c2C(=O)N1c1ccccc1 | 2 | -4 | 1 | 5 | 6 | 8 | 4 | -4
CC1CC(C)CN(CCCNS(=O)(=O)c2ccc3c(c2)CCN3C(=O)C2CC2)C1 (configuration not stated) | 9 | -5 | -1 | 2 | -12 | 21 | -2 | 9
CCOc1ccc(NC(=O)CN(C)C(=O)CN2C(=O)c3ccc([N+](=O)[O-])cc3C2=O)cc1OCC | 3 | 0 | -1 | 3 | 11 | -7 | 4 | 1
COc1ccc(Nc2nc(-c3ccc(OC)cc3)c(CCC(=O)O)s2)cc1 | 0 | -1 | nt | 8 | -27 | -6 | 0 | 3
Cc1ccccc1NC(=O)Cc1nc(-c2ccc3ccccc3c2)cs1 | -1 | 1 | nt | 37 | -7 | -23 | nt | nt
COc1ccc(N2CCOCC2)c(NC(=O)c2ccc(Br)o2)c1 | 2 | nt | 0 | -1 | 0 | 11 | nt | nt

Full records, looked up by structure. Order of screens: Casp6 inh	FN deposit inh	Cneo AK release	EWS-Fli block	LGR2 inh	PAX8 inh HTS	PGC1a acetyl inh	miR122 inh
Cc1ccccc1NC(=O)Cc1nc(-c2ccc3ccccc3c2)cs1 is listed as -1	1	nt	37	-7	-23	nt	nt
COc1ccccc1C(=O)Nc1ccnn1C1CCN(C(=O)C(C)(C)C)CC1 is listed as 0	-4	0	-6	-15	-5	5	0

Remaining list, next part.
SMILES | Casp6 inh | FN deposit inh | Cneo AK release | EWS-Fli block | LGR2 inh | PAX8 inh HTS | PGC1a acetyl inh | miR122 inh
N#CC1=C(SCc2ccccc2)NC(=O)CC1c1ccc(O)cc1 (configuration not stated) | 1 | nt | 0 | 0 | 2 | nt | 6 | -2
CC(C)CC1Nc2ncnc(N3CCOCC3)c2N(Cc2ccc(Br)cc2)C1=O (configuration not stated) | 4 | 4 | -2 | 5 | 23 | 15 | -3 | -4
COc1cccc(CC(NC(C)=O)C(=O)NC2CCN(C(=O)NCc3ccccc3)CC2)c1 (configuration not stated) | -1 | 1 | 4 | 5 | 1 | -11 | 6 | -4
CC(C)CC#Cc1ccc([C@@H]2[C@@H](CO)N3CCCCN(C(=O)Nc4ccccc4)C[C@H]23)cc1 | nt | -7 | 3 | 2 | 15 | 4 | 0 | -6[16.7 µM]
Cc1cccc(N=Nc2cnc(N)s2)c1 | -2 | -4 | -4 | -78 | -95 | -58 | 16 | -5
Cc1ccccc1S(=O)(=O)N1CC[C@@H]2[C@H]1c1cc(-c3cccc(F)c3)ccc1N(C)[C@H]2CO | nt | -3 | -12 | 3 | 6 | 13 | -1 | 6[16.7 µM]
CC1(C(=O)NS(=O)(=O)c2cccc(Cl)c2)CCN1C(=O)C1(c2ccc(Cl)cc2)CC1 (configuration not stated) | 4 | 5 | -13 | 4 | -1 | -1 | nt | nt
CCC(=O)N(C)C[C@H]1Oc2ncc(-c3ccccc3C)cc2C(=O)N([C@@H](C)CO)C[C@@H]1C | -1 | -11 | 1 | -7 | -4 | nt | 3 | -2[16.7 µM]
CCc1ccc2c(COC(=O)C3CSC4(C)CCC(=O)N34)cc(=O)oc2c1 (configuration not stated) | -1 | 5 | 0 | -2 | -2 | -9 | -3 | 1
O=C(CN1C(=O)NC2(CCCC2)C1=O)Nc1ccccc1C(F)(F)F | -5 | -1 | -5 | 5 | -3 | 11 | nt | nt
Cc1ccc(S(=O)(=O)N[C@H]2C=C[C@@H](CC(=O)NCCc3ccncc3)O[C@@H]2CO)cc1 | -1 | nt | 0 | 2 | 17 | -11 | -1 | nt
C=CCn1c(COc2cccc3ccc(C)nc23)nnc1SCC(=O)O | nt | 4 | 3 | nt | nt | -1 | 14 | -7
CNC[C@@H]1Oc2c(NS(=O)(=O)c3ccccc3)cccc2C(=O)N([C@H](C)CO)C[C@@H]1C | -2 | -1 | -1 | -5 | -24 | -5 | 0 | 3[16.7 µM]
COc1ccc(NC(=O)N(C)C[C@H]2Oc3ccc(NC(=O)Nc4ccc5c(c4)OCO5)cc3C(=O)N([C@H](C)CO)C[C@@H]2C)cc1 | 3&5 | 11 | -3&-1 | -28&0 | 4&-21 | -19 | -8&9 | 1[16.7 µM]
COC(=O)NCCOc1cc(C)ccc1C | 2 | nt | -2 | -5 | -7 | nt | 0 | -10
CC1(C)OC(=O)C=C[C@]2(C)[C@H]3CC[C@@]4(C)[C@H](C(=O)O)OC(=O)[C@H]5O[C@]54[C@]3(C)C(=O)C[C@@H]12 | 1 | -4 | 1 | 1 | 10 | -16 | -4 | -4
CN(C)c1ccc(NC(=O)CN2CCC(C(=O)c3ccc(F)cc3)CC2)cc1 | -2 | nt | 2 | 5 | nt | nt | -8 | -8
O=C(Cc1ccccc1)Nc1ccccc1N1CCCC1 | nt | -1 | -2 | nt | 12 | 10 | nt | nt
CN(C)C(=O)c1cccc(-c2ccc3c(c2)[C@@H]2[C@@H](CCN2C(=O)c2cnccn2)[C@@H](CO)N3)c1 | nt | -6 | -6 | -9 | -12 | -6 | 12 | -7[16.7 µM]
COc1ccccc1-c1oc2ccccc2c1C#CCCO | nt | -1 | 0 | 0 | 14 | -13 | -43 | 6
CCN(CC(=O)Nc1c(F)cccc1F)C(=O)C1CCCO1 (configuration not stated) | -3 | 1 | 11 | 10 | 8 | -27 | 1 | -6
Cn1c(=O)c(C(=O)CN2CCCCCC2)c(N)n(Cc2ccccc2)c1=O | -6 | -34 | nt | 3 | 5 | -5 | -3 | nt
COc1ccccc1-c1ccc(C2[C@H]3CNC[C@@H]2N3S(=O)(=O)c2ccc(F)cc2)cc1 (some centres not stated) | 3 | 1&-11 | nt | -2 | -12&3 | 5 | -11&3 | nt
COc1cccc(C=NNC(=O)CCCC(=O)NN=Cc2cccc(OC)c2)c1 | -1 | -16 | -19 | -10 | -33 | 9 | 1 | nt

Outcome played no part in choosing rows; any-hit rate near 2.5%.
